# HCMV inh – qHTS Assay for inhibitors of the human cytomegalovirus (HCMV); HFF cells, HCMV-luciferase reporter, 72 h; hits give low values; activity change, negative = inhibition, % at 57.5 µM; 410,000 tested, 4.5% active; AID 1259415, 2018; in the data active means activity change below about -60%; inconclusive means no clear call, values can overlap the other calls; inactive means above about -39%; further: on the % scale 0 is the no-effect control and ±100 the full control effect
#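 Human foreskin fibroblasts infected with luciferase-reporter HCMV at MOI 1 PFU/cell, compounds at two doses. Luciferase measured 72 h post infection; normalized to buffer-only basal and Salinomycin (10uM) controls.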
# AMA1-RON2 inh – qHTS for Inhibitors of AMA1-RON; Towards Development of Antimalarial Drug Lead: Primary Screen. Plasmodium falciparum AMA1 (3D7) - RON2 peptide interaction. AlphaScreen AMA1-biotinylated RON2 peptide binding. Potency, µM (doses to about 58.2 µM), for the others: at the highest dose activity change, negative = inhibition, most hits filed as inhibitors. 360,000 tested, 0.2% active;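 further: potency means the concentration at half of the fitted maximal effect; 0% = vehicle wells and -100% = peptide control; nearly all actives have a fitted effect of over 45% in size; some results filed as inactive show a strong effect at the top dose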
#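 AMA1 (3D7) with his tag at 25 nM final met compounds first, then biotinylated RON2 peptide at 25 nM; detection used donor plus acceptor beads, 10 µg/mL apiece, read by AlphaScreen after 30 min at room temperature.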
# AmpC detergent – qHTS Inhibitors of AmpC Beta-Lactamase (assay with detergent); P00811; Potency, µM (top dose mostly 114 µM), for the others: at the highest dose activity change, negative = inhibition, hits mostly inhibitors; 370,000 tested, 0.041% active; AmpC hydrolysis of nitrocefin, absorbance 480 nm, 0.01% Triton; AID 485294, 2010;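 further: potency means the concentration at half of the fitted maximal effect; 0% = no-compound wells and -100% = no-enzyme wells; nearly all actives have a fitted effect of over 25% in size; some results filed as inactive show a strong effect at the top dose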
# Target sequence (P00811 whole entry, looked up): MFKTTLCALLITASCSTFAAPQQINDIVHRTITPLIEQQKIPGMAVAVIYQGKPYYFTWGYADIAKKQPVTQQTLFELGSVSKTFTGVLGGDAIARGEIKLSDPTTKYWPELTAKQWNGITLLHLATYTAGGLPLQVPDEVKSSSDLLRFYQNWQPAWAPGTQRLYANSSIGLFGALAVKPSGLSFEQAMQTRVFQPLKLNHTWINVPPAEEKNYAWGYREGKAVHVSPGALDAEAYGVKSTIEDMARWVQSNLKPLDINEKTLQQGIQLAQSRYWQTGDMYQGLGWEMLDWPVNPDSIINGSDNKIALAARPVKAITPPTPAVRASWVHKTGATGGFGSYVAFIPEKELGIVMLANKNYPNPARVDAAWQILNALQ
#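 20 mM phosphate pH 7.0 + 0.01% (detergent screen) or 0.0001% Triton X-100; 5.3 nM AmpC reagent; cpd preinc 15 min RT; nitrocefin (800 uM stock) to start; A480 q20 s × 4 min; Activity was normalised to no-enzyme and no-compound control wells.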
# CHX counter – Cycloheximide Counterscreen for Small Molecule Inhibitors of Shiga Toxin; cell reporter, cycloheximide protein synthesis inhibition counterscreen; max response, %; 300,000 tested, 12% active; in the data active means max response mostly above about 13%, no sharp cut-off; inactive means mostly below about 14%; further: read at 38.3 µM for the half of the compounds with a filed dose; 0% is about no effect
# Shiga inhibitor – A qHTS for Small Molecule Inhibitors of Shiga Toxin | Vero cells, Shiga toxin protein synthesis inhibition reporter | AID 2315, 2010 | 290,000 tested, 9.2% active | inhibition, % at 38.7 µM; in the data active means inhibition mostly above about 28%, no sharp cut-off; inactive means mostly below about 43%; further: 0% is about no effect
# Giardia FBPA inh – qHTS Assay for Inhibitors of Fructose-1,6-bisphosphate Aldolase from Giardia Lamblia; A8B2U2; purified Giardia FBPA; Potency, µM (series often up to 59.6 µM), without a hit: at the top dose activity, negative = inhibition, actives largely listed as inhibitors; 290,000 tested, 0.71% active; further: potency means the concentration at half of the fitted maximal effect; on the % scale 0 is the no-effect control and ±100 the full control effect; nearly all actives have a fitted effect of over 55% in size
# Target sequence (A8B2U2 whole entry, looked up): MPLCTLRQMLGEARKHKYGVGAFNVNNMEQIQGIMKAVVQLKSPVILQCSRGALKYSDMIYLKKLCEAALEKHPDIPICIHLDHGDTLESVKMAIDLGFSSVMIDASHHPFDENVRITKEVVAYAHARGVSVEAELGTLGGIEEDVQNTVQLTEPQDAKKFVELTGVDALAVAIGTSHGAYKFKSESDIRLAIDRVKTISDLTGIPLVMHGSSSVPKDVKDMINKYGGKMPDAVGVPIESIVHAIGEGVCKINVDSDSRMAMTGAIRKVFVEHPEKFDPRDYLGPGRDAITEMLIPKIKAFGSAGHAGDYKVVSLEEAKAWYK
#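 Giardia FBPA (40 nM reagent) was preincubated 10 min at RT with compound (up to 57.5 uM final), then substrate plus GAPDH/TPI/NAD/arsenate coupling system with diaphorase/resazurin was added; resorufin fluorescence (525/598 nm) was read after 20 min.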
# AmpC no deterg – qHTS Inhibitors of AmpC Beta-Lactamase (assay without detergent) | P00811 | AmpC nitrocefin hydrolysis, absorbance 480 nm, 0.0001% Triton | 330,000 tested, 0.52% active | Potency, µM (top dose mostly 57.1 µM), inactives show at the top dose activity change, negative = inhibition, actives largely listed as inhibitors;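 further: potency means the concentration at half of the fitted maximal effect; plate controls were no compound for no effect and no enzyme for full effect; nearly all actives have a fitted effect of over 20% in size; some results filed as inactive show a strong effect at the top dose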
#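 20 mM phosphate pH 7.0 + 0.01% (detergent screen) or 0.0001% Triton X-100; 5.3 nM AmpC reagent; cpd preinc 15 min RT; nitrocefin (800 uM stock) to start; A480 q20 s × 4 min; Activity was normalised to no-enzyme and no-compound control wells.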
# Active calls of the source: *; ? = inconclusive; . = not tested or not shown; & = joins results of further samples; [ ] = remark or other dose. Unless noted, the call rests on the fitted dose curve; in most records, active means well fitted curve in the direction sought with a large enough effect; inconclusive means small, poorly fitted or top-dose-only effect, or another doubt; inactive means no such curve, though single readings can be large; an effect the other way counts as inactive or inconclusive.
# Start of the listing, in advance (10 entries):
1. CCOC(=O)Cn1c(=O)c2c(nc(Br)n2Cc2ccc(Cl)cc2)n(C)c1=O
2. N=c1oc2ccc(Br)cc2cc1C(=O)NC1CCCCCC1
3. Cc1cccc(C(C)C)c1NC(=O)c1ccc(COc2ccc3c(C)cc(=O)oc3c2)cc1
4. COCCN(CCOC)C(=O)C1CCN(c2ccc(S(=O)(=O)N3CCOCC3)cc2[N+](=O)[O-])CC1
5. CCOc1ccc(OCC(=O)Nc2ccccc2N2CCCC2)cc1
6. S=C(Nc1ccccc1Cl)N(CCN1CCCCC1)Cc1ccco1
7. Cc1cc(NC(=O)CN2CCc3ccccc3C2)nc2c1c(=O)oc1ccccc12
8. Cc1onc(-c2c(Cl)cccc2Cl)c1/C(N)=N/OC(=O)N(C)C
9. O=C(Cn1cnc([N+](=O)[O-])c1)NCc1ccc(F)cc1
10. O=C(O)c1ccc(/C=C/c2nc3ccccc3c(=O)n2-c2ccc(Br)cc2)cc1

Screen / compound no.	1	2	3	4	5	6	7	8	9	10
HCMV inh	.	?	-8	-11	-20	?	64	14	3	-17
AMA1-RON2 inh	-3%	0%	3%	88%[activator]	?	10%	-1%	-3%	-2%	-10%
AmpC detergent	7%	-3%	-3%	-10%	0%	-6%	12%	-9%	?	-1%
CHX counter	6	-6	-2	.	.	-3	6	-2	-3	-2
Shiga inhibitor	-15	-14	-10	.	.	-10	0	-13	-9	-11
Giardia FBPA inh	3%	.	-1%	.	.	6%	-22%	-1%	1%	4%
AmpC no deterg	0%	41%	-2%	105%[activator]	-3%	-17%	-18%	-16%	-12%	-32%

# The whole of this part, previewed entries included:
1. CCOC(=O)Cn1c(=O)c2c(nc(Br)n2Cc2ccc(Cl)cc2)n(C)c1=O
2. N=c1oc2ccc(Br)cc2cc1C(=O)NC1CCCCCC1
3. Cc1cccc(C(C)C)c1NC(=O)c1ccc(COc2ccc3c(C)cc(=O)oc3c2)cc1
4. COCCN(CCOC)C(=O)C1CCN(c2ccc(S(=O)(=O)N3CCOCC3)cc2[N+](=O)[O-])CC1
5. CCOc1ccc(OCC(=O)Nc2ccccc2N2CCCC2)cc1
6. S=C(Nc1ccccc1Cl)N(CCN1CCCCC1)Cc1ccco1
7. Cc1cc(NC(=O)CN2CCc3ccccc3C2)nc2c1c(=O)oc1ccccc12
8. Cc1onc(-c2c(Cl)cccc2Cl)c1/C(N)=N/OC(=O)N(C)C
9. O=C(Cn1cnc([N+](=O)[O-])c1)NCc1ccc(F)cc1
10. O=C(O)c1ccc(/C=C/c2nc3ccccc3c(=O)n2-c2ccc(Br)cc2)cc1

Screen / compound no.	1	2	3	4	5	6	7	8	9	10
HCMV inh	.	?	-8	-11	-20	?	64	14	3	-17
AMA1-RON2 inh	-3%	0%	3%	88%[activator]	?	10%	-1%	-3%	-2%	-10%
AmpC detergent	7%	-3%	-3%	-10%	0%	-6%	12%	-9%	?	-1%
CHX counter	6	-6	-2	.	.	-3	6	-2	-3	-2
Shiga inhibitor	-15	-14	-10	.	.	-10	0	-13	-9	-11
Giardia FBPA inh	3%	.	-1%	.	.	6%	-22%	-1%	1%	4%
AmpC no deterg	0%	41%	-2%	105%[activator]	-3%	-17%	-18%	-16%	-12%	-32%

11. CN1CCN(c2ccc(NC(=O)CSc3nnnn3-c3ccccc3Cl)cc2)CC1
12. COc1ccc(OCCSc2nnc(C)n2-c2ccccc2)cc1
13. CSCCC(NC(=O)c1cccc(S(=O)(=O)N2CCOCC2)c1)c1nc2ccccc2[nH]1 (stereo unspecified)
14. COc1ccccc1NC(=O)c1ccc2nc(C)sc2c1
15. CC(C)N(CCNS(=O)(=O)c1ccc(Cl)cc1)C(C)C
16. O=c1cc(O)nc(SCc2ccccc2)n1-c1ccccc1
17. CCOc1ccc(CCNC(=O)COC(=O)CCc2cc(OC)c(OC)c(OC)c2)cc1OCC
18. CCN(CC(=O)NCc1cccs1)C(=O)c1cccc(S(=O)(=O)Nc2ccc(OC)cc2)c1
19. O=C(NCc1ccccc1)C(=O)Nc1nccs1
20. Cc1cccc(Nc2nc(N)nc(CN3CCN(c4ccc(F)cc4)CC3)n2)c1

Screen / compound no.	11	12	13	14	15	16	17	18	19	20
HCMV inh	-10	-13	-6	102	20	-4&5	9	-25	0	32
AMA1-RON2 inh	0%	-9%	-8%	10%	16%	-2%&11%	7%	-9%	40%[activator]	-13%
AmpC detergent	-9%	-2%	1%	0%	1%	1%&4%	?	-15%	0%	-10%
CHX counter	-1	-2	.	46*	-2	2&-2	.	.	2	-2
Shiga inhibitor	-4	10	.	83*	-5	-13&13	.	.	3	-3
Giardia FBPA inh	5%	3%	.	-16%	-3%	1%&2%	.	.	-7%	-2%
AmpC no deterg	16%	54%	0%	-5%	-8%	-50%&-44%	109%[activator]	-5%	-13%	24%

21. O=C1[C@@H]2CSCN2C(=O)CN1Cc1ccc(F)cc1
22. COc1ccc(NC(=O)CSc2nc3c(c(=O)n(C)c(=O)n3C)n2C)c(OC)c1
23. COc1cc(C2C3=C(CC(c4ccco4)CC3=O)Nc3ccccc3N2C(C)=O)cc(OC)c1OC (stereo unspecified)
24. CN1C(=O)C2(c3ccccc31)N(C)CC(c1ccccc1)C21SC(=S)N(Cc2ccco2)C1=O (stereo unspecified)
25. COc1cc2nc(NC(=O)c3ccccc3)[nH]c(=O)c2cc1OC
26. Cc1cccc(C(=O)NN(C)c2nc(-c3ccccc3)nnc2C(F)(F)F)c1
27. Cc1cc(C)c2c(-n3cccc3)c(C(=O)NNS(=O)(=O)c3ccc(Cl)cc3)sc2n1
28. O=C(COC(=O)c1cc(-c2cccs2)nn1-c1ccccc1)Nc1cc([N+](=O)[O-])ccc1Cl
29. CCn1ncc([C@@H]2C[C@H]3CN(Cc4ccccc4C)C(=O)[C@]34CCCN24)c1C
30. Cc1cc(C)n(-c2nc3ccccc3c(=O)n2OCc2ccc(Cl)cc2)n1

Screen / compound no.	21	22	23	24	25	26	27	28	29	30
HCMV inh	-17	22	13	-62*	-6	-4	21	-37	-15	-10
AMA1-RON2 inh	4%	-10%	-7%	-20%	0%	2%	38%[activator]	-12%	0%	1%
AmpC detergent	-1%	-1%	-13%	-16%	2%	-6%	0%	3%	0%	-1%
CHX counter	-4	3	-3	1	-1	1	-1	-1	-3	1
Shiga inhibitor	3	-6	21	-8	-6	-5	-12	-4	-2	11
Giardia FBPA inh	-2%	6%	?	-3%	-5%	1%	7%	5%	-6%	-8%
AmpC no deterg	-1%	-1%	-4%	-7%	-14%	-35%	-13%	-19%	42%	14%

31. CCn1nnnc1SCC(=O)Nc1cc(C)on1
32. CCCc1cc(=O)oc2cc(C)cc(OCC(=O)NCCCN3CCCC3=O)c12
33. CCOc1ccc(NC(C(=O)Nc2cccc(C(C)=O)c2)c2ccccc2)cc1 (stereo unspecified)
34. CC1Cc2cc(S(=O)(=O)N3CCN(c4ccccc4)CC3)ccc2N1C(=O)C1CC1 (stereo unspecified)
35. c1ccc(CCCc2nc(-c3ccccn3)no2)cc1
36. Clc1ccc2c(NCc3ccccn3)ccnc2c1
37. CC1CCCN(C(=O)CN(c2ccccc2)S(=O)(=O)c2ccc(F)cc2)C1 (stereo unspecified)
38. CCc1ccc(Oc2ncnc(N)c2[N+](=O)[O-])cc1
39. COC(=O)N1C(=O)[C@@](c2ccccc2)(C(C)C)N1C(=O)OC
40. Cc1nnsc1C(=O)Nc1ccc(S(=O)(=O)N2CCC(C)CC2)cc1

Screen / compound no.	31	32	33	34	35	36	37	38	39	40
HCMV inh	10	0	0	?	32	-72*	-32	-27	-7	-28
AMA1-RON2 inh	3%	-6%	?	-4%	14%	41%[activator]	6%	-6%	-1%	11%
AmpC detergent	-3%	-12%	-4%	4%	-16%	2%	-2%	-14%	-23%	-8%
CHX counter	-4	-1	0	-3	46*	-3	.	16	20*	-2
Shiga inhibitor	-1	1	-3	22	62*	-13	.	-6	10	-6
Giardia FBPA inh	-1%	3%	-12%	.	4%	5%	.	4%	-3%	7%
AmpC no deterg	-15%	24%	-36%	20%	-7%	-21%	10%	-7%	5%	-34%

41. O=C(CCNC(=O)c1ccco1)Nc1ccc(F)c(Cl)c1
42. C=CCN(C(=O)c1csnn1)C(C(=O)NCc1ccc(F)cc1)c1ccc(F)cc1 (stereo unspecified)
43. Cc1ccc(S(=O)(=O)N2CCN(C(=O)COC(=O)c3ccc(C(C)(C)C)cc3)CC2)c(C)c1
44. COc1ccc(NC(=O)COC(=O)/C=C/c2ccc(OC)c(S(=O)(=O)N3CCOCC3)c2)cc1
45. Cc1cc2nc(-c3ccc[nH]c3=O)n(Cc3ccccc3F)c2cc1C
46. COc1ccc(-c2c(C)n([O-])c3c([n+]2=O)CCCC3)cc1
47. CCOC(=O)C(=NCC1CCCO1)NNc1ccccc1Cl (stereo unspecified)
48. O=C(CSc1nc2ccsc2c(=O)n1CC1CCC(C(=O)O)CC1)NCCc1ccc(Cl)cc1 (stereo unspecified)
49. COc1cccc(NC(=O)NNC(=O)CN2C(=O)COc3ccccc32)c1
50. Oc1ccc(/C=N/N2CCOCC2)c(O)c1O
51. O=C1CC[C@H](O)CCN1[C@H](CSc1ccccc1)Cc1ccccc1
52. CCN1CCN(C(=S)NC(=O)c2cccs2)CC1

Screen / compound no.	41	42	43	44	45	46	47	48	49	50	51	52
HCMV inh	5	-25	-26	-13	40	29	-26	-24	-22	-24	-33	?
AMA1-RON2 inh	0%	-2%	1%	15%	1%	8%	-4%	-1%	46%[activator]	?	9%	63%[activator]
AmpC detergent	-14%	?	-13%	?	2%	-3%	-5%	-11%	-11%	-8%	10%	-5%
CHX counter	2	-3	-3	7	38*	-4	-3	-1	-1	13	5	-2
Shiga inhibitor	13	-4	-5	-13	43*	-8	19	-9	-9	-5	7	-14
Giardia FBPA inh	-4%	8%	9%	3%	6%	6%	-1%	-8%	8%	5.6µM*	-13%	?
AmpC no deterg	21%	-5%	-8%	8%	23%	-12%	31%	-25%	-11%	-27%	115%[activator]	-5%
